# Bioassay records deposited in PubChem BioAssay by Southern Research Specialized Biocontainment Screening Center.
# M. tuberculosis HTS – M. tuberculosis growth inhibition, HTS (AID 449762); M. tuberculosis H37Rv growth inhibition, 7H9 media; higher % means a stronger effect; one-dose inhibition, % at 25 µM; IC50 in µM for titrated hits; 330,000 tested, 0.59% active; in the data active = a potency from the dose series; inconclusive = inhibition above about 70% without an active follow-up result;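 also: bacterial growth assessed after seven days of incubation; strong numbers were not always called active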
# inhibitors of VEEV – inhibitors of VEEV TC-83 cytopathic effect, confirmation, Vero cells (AID 588727); Vero cells, VEEV TC-83 cytopathic effect inhibition; higher % means a stronger effect; inhibition, % at 20 µM; hits with a dose series show IC50 in µM; 350,000 tested, 0.13% active; in the data active = a potency from the dose series; inconclusive = inhibition mostly from about 14% at the one dose, without a potency; inactive = the rest, 99 in 100 with inhibition below about 12%; also: strong numbers were not always called active
# influenza NS1A – H1N1 influenza NS1A inhibitors, functional cell based assay (AID 504329); NS1A functional cell-based assay, percent inhibition; higher % means a stronger effect; inhibition, % at 12.5 µM, or IC50 in µM where a hit was titrated; 340,000 tested, 0.3% active; in the data active = a potency from the dose series; inconclusive = inhibition above about 27% without an active follow-up result; also: strong numbers were not always called active
# tuberculosis growth – growth inhibition of non-replicating M. tuberculosis (AID 488890) | inhibition, % at 25 µM, or IC50 in µM where a hit was titrated | 320,000 tested, 0.39% active | Mycobacterium tuberculosis non-replicating, growth inhibition; higher % means a stronger effect; in the data active = a potency from the dose series; inconclusive = inhibition mostly from about 82% at the one dose, without a potency; inactive = the rest, 99 in 100 with inhibition below about 76%;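 also: plate controls were DMSO cells for no effect and high antibiotic wells for full effect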
# Salmonella PhoP GFP – Inhibition of PhoP regulon, Salmonella typhi GFP reporter cells, confirmation, 4 h (AID 1850); one-dose inhibition, % at 50 µM; IC50 in µM for titrated hits; 310,000 tested, 0.33% active; Salmonella Typhi PhoP-promoter GFP reporter, fluorescence, 4 h; higher % means a stronger effect; in the data active = a potency from the dose series; inconclusive = inhibition mostly from about 25% at the one dose, without a potency; inactive = the rest, 99 in 100 with inhibition below about 19%;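 also: 0% = induced wells with vehicle and 100% = uninduced wells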
# inhibitors of VEEV 10K pilot screen – also measured in inhibitors of VEEV; calls as there; inhibition, %; measured here: 10K pilot screen inhibition
# Starred values were filed as active, the others as inactive; i = inactive; ? = inconclusive; / = no result given. Compounds were not picked by outcome (roughly 1.5% active in at least one column).
SMILES,M. tuberculosis HTS,inhibitors of VEEV,influenza NS1A,tuberculosis growth,Salmonella PhoP GFP,others
Cc1nn(C)cc1C(C)NC(=O)c1cc(COc2ccc(F)c(F)c2)on1 (stereo not drawn),1%,0.5%,9%,2%,-5%,
OCCC#Cc1ccc(CN2CCN(C3CCCCC3)C(CCO)C2)cc1 (stereo not drawn),-1%,2.1%,-1%,-6%,0%,
O=C(COc1ccc(F)cc1)NCCCn1ccnc1,/,1.6%,-4%,/,/,
Cc1csc(NC(=O)Cc2nn(C)c(=O)c3ccccc23)n1,-3%,7.7%,0%,5%,-6%,
O=C1c2ccccc2NC(c2ccc(-c3ccc(F)cc3)o2)N1O (stereo not drawn),1%,1.0%,8%,15%,/,inhibitors of VEEV 10K pilot screen=6.4
CCN(CC)Cc1c(C(=O)N/N=C/c2ccc(OCc3ccccc3C)cc2)nnn1-c1nonc1N,12%,6.6%,0%,7%,-27%,
O=C1CCC(c2ccccc2)=NN1Cc1c(F)cccc1Cl,7%,i,3%,14%,10%,
CCOC(=O)c1c(C)n(C)c2ccc(O)c(CN3CCC(C)CC3)c12,1%,1.5%,-2%,28%,-8%,
O=C(c1cc(-c2ccccc2Cl)on1)N1CCN(C(=O)c2ccco2)CC1,-1%,5.7%,10%,8%,-9%,
COc1ccccc1CNC(=O)CCCOc1cc(=O)n(C)c2ccccc12,6%,9.1%,6%,-1%,-5%,
COc1ccc(CN(Cc2cc3cc4c(cc3[nH]c2=O)OCO4)C(=O)NC2CCCCC2)cc1,20%,11%,2%,14%,-6%,
COc1cccc(CN(CC(=O)NC2CCCCC2)C(=O)c2csnn2)c1,16%,i,1%,-9%,-8%,

# Continued, overlapping the part above by 4 compounds.
SMILES,M. tuberculosis HTS,inhibitors of VEEV,influenza NS1A,tuberculosis growth,Salmonella PhoP GFP,others
O=C(c1cc(-c2ccccc2Cl)on1)N1CCN(C(=O)c2ccco2)CC1,-1%,5.7%,10%,8%,-9%,
COc1ccccc1CNC(=O)CCCOc1cc(=O)n(C)c2ccccc12,6%,9.1%,6%,-1%,-5%,
COc1ccc(CN(Cc2cc3cc4c(cc3[nH]c2=O)OCO4)C(=O)NC2CCCCC2)cc1,20%,11%,2%,14%,-6%,
COc1cccc(CN(CC(=O)NC2CCCCC2)C(=O)c2csnn2)c1,16%,i,1%,-9%,-8%,
O=C(Nc1ccccc1)/C(=C/c1ccc(F)cc1)NC(=O)c1ccco1,-6%,2.8%,0%,-10%,-4%,
CCOc1ccc2c(c1)c1nnc(SCC(=O)NC3CC3)nc1n2C,-5%,0.3%,12%,-7%,12%,
Cc1ccc(N(C)C(=O)c2cc(S(=O)(=O)N3CCCC3)cn2C)cc1,-5%,0.5%,32%,-9%,3%,
COc1ccc(NC(=O)c2cc3cc(OC)ccc3oc2=O)cc1,11%,1.5%,-11%,6%,14%,
COc1cc(C)ccc1OCC(=O)OCC(=O)NCC1CCCCC1,-2%,2.0%,-16%,3%,/,
COc1ccc(N2CCN(C(=O)c3ccc(Cl)c(S(=O)(=O)N4CCOCC4)c3)CC2)cc1,/,1.2%,0%,/,/,
O=c1cc(CN2CCOCC2)c2c(ccc3ccccc32)o1,-4%,2.4%,-8%,1%,-9%,
COc1ccc(CC(=O)n2[nH]c(=O)c3ccccc3c2=O)cc1OC,-2%,0.2%,0%,-14%,10%,
NC(=O)C1(Nc2ccc([N+](=O)[O-])cc2)CCCC1,/,0.8%,-18%,/,/,
C=CCn1c(SCC(=O)c2c(N)n(CCC)c(=O)n(C)c2=O)nnc1-c1ccncc1,-1%,0.1%,10%,-14%,3%,
C=CCn1c(SCC(=O)N(CC)c2c(N)n(Cc3ccccc3)c(=O)[nH]c2=O)nnc1-c1ccccc1OC,/,3.3%,-7%,/,/,
COc1cccc(-c2nc(CS(=O)(=O)CC(=O)Nc3cc(OC)ccc3OC)c(C)o2)c1,-2%,2.8%,7%,0%,2%,

# Three compounds out of the list, ordered by SMILES length, low to high:
SMILES,M. tuberculosis HTS,inhibitors of VEEV,influenza NS1A,tuberculosis growth,Salmonella PhoP GFP,others
O=C(COc1ccc(F)cc1)NCCCn1ccnc1,/,1.6%,-4%,/,/,
COc1ccc(NC(=O)c2cc3cc(OC)ccc3oc2=O)cc1,11%,1.5%,-11%,6%,14%,
C=CCn1c(SCC(=O)N(CC)c2c(N)n(Cc3ccccc3)c(=O)[nH]c2=O)nnc1-c1ccccc1OC,/,3.3%,-7%,/,/,

# (further entries)
SMILES,M. tuberculosis HTS,inhibitors of VEEV,influenza NS1A,tuberculosis growth,Salmonella PhoP GFP,others
CN(C(=O)c1ccc(F)cc1)c1ccc(OCC(=O)Nc2ccccc2C(=O)O)cc1,7%,10.0%,7%,15%,/,
CCn1nc(C)c(NC(=O)CCCSc2nc(-c3ccco3)cc(C(F)(F)F)n2)c1C,6%,2.6%,0%,-7%,9%,
Cc1ccc2c(c1)NC(C(C)(C)C)CO2 (stereo not drawn),-15%,1.8%,0%,-4%,7%,
Cc1ccc(-c2noc(-c3c(C)noc3C)n2)cc1,6%,i,8%,1%,10%,
O=C1C(Cl)=C(NCC2CCCO2)C(=O)N1C1CCCCC1 (stereo not drawn),-10%,1.8%,-4%,17%,11%,inhibitors of VEEV 10K pilot screen=7.5
C[C@H]1CCC[C@]2(O[C@H](CCO)C[C@@H](O)[C@@H]2O)O1,-13%,0.2%,-6%,-13%,-30%,inhibitors of VEEV 10K pilot screen=0.6
CC(C)(C)c1ccc(Cn2nnc3c(=O)[nH]c(C4CCCN(C(=O)c5cccs5)C4)nc32)cc1 (stereo not drawn),12%,0.9%,9%,48%,-4%,
CCN(C[C@H]1N[C@@](C)(C(=O)OC)[C@H]2C(=O)N(C)C(=O)[C@@H]12)C(=O)Nc1ccccc1,-1%,1.1%,-13%,-10%,/,
CS(=O)(=O)N(CC(=O)Nc1ccc(Cl)c(Cl)c1)C1CCCCC1,-1%,i,8%,18%,3%,
O=C(NCc1ccc2c(c1)OCO2)c1nc(S(=O)(=O)Cc2ccccc2F)ncc1Cl,3%,5.7%,-8%,-3%,1%,
O=C(NC1CCCN(CCc2ccccc2)C1)C1CCCC1 (stereo not drawn),-5%,i,-6%,-18%,-1%,
CCc1ccc(CN(C)C(=O)c2cc(COc3cccc4cnccc34)on2)cc1,39%,i,-3%,48%,-7%,
CCOC(=O)N1CCC(NC(=O)C2CCCN(C(=O)N3CCOc4ccccc43)C2)CC1 (stereo not drawn),-6%,1.2%,1%,-11%,4%,inhibitors of VEEV 10K pilot screen=0.2
CCCS(=O)(=O)N1CCC(C(=O)NCCN(C)Cc2ccccc2)CC1,0%,0.4%,-5%,-16%,-19%,
CSc1ccccc1NC(=O)CN(C)C(=O)CNc1ccc(C(F)(F)F)cc1[N+](=O)[O-],4%,i,-5%,-10%,/,
CCOc1ccc2c(c1)sc(=NC(=O)C1CC1)n2C,2%,i,-7%,-20%,1%,
COc1ccc(OC)c(/C=C2\SC(=S)N(NS(=O)(=O)c3ccc(C)cc3)C2=O)c1,-1%,3.2%,4%,-17%,6%,
O=C(Cc1ccc(Cl)cc1)NC1CCS(=O)(=O)C1 (stereo not drawn),-2%,2.4%,0%,-4%,1%,
CCC(C)[C@H](NC(=O)C1CC(=O)N(c2ccc3c(c2)OCCO3)C1)C(=O)NC1CCCC1 (stereo partly drawn),-3%,1.6%,-11%,5%,-5%,
COc1ccc(OCc2nnc(SCC(=O)N3CCCCC3)o2)cc1,3%,1.2%,-2%,?,3%,
Cc1cc(C)cc(-n2ncc3c2CCCC3NC(=O)CCCn2cncn2)c1 (stereo not drawn),-14%,0.4%,-6%,5%,-12%,
COc1ccc(CNC(=O)c2cccc3c2C(=O)N(CC2CCCO2)C3)cc1 (stereo not drawn),11%,1.8%,0%,2%,4%,inhibitors of VEEV 10K pilot screen=0.6
COC(=O)c1[nH]c2ccc(C)cc2c1NS(=O)(=O)c1ccc(F)c(C)c1,-1%,5.5%,-5%,22%,0%,
Cn1nnc2c(sc3nc(N4CCOCC4)c4c(c32)CCCC4)c1=O,-8%,0.1%,4%,-17%,5%,
COc1ccc(NS(=O)(=O)c2cccc(NC(=O)CNC(C)=O)c2)cc1,3%,0.8%,4%,-8%,12%,
O=C(CCl)NC1(C(F)(F)F)C(=O)Nc2c1c(=O)[nH]c(=O)n2-c1ccccc1 (stereo not drawn),-16%,1.0%,-19%,-5%,0%,
CC1CCCCC1NC(=O)CN1C(=O)NC(C)(c2cccc(Br)c2)C1=O (stereo not drawn),-3%,3.0%,-12%,12%,/,
CCOc1cc(C(=O)Oc2cc(C)[nH]c(=O)c2[N+](=O)[O-])cc(OCC)c1OCC,4%,1.3%,-4%,5%,-10%,
CCOC(=O)n1c(=O)oc2cc(S(=O)(=O)N3CCOCC3)ccc21,-4%,0.4%,20%,-10%,-2%,
CCn1c(CNC(=O)C2CCCCC2)cc2ccccc21,1%,0.5%,-27%,-2%,-3%,
O=C1CC2(CCOCC2)Oc2ccc3ccccc3c21,4%,1.8%,-18%,-12%,3%,
CCn1c(O)c(/C=N/NC(=O)c2ccccc2)c(=O)n(CC)c1=S,4%,8.3%,/,9%,-3%,
CN(Cc1ccccc1)S(=O)(=O)c1ccc(Cl)c(C(=O)N2CCC(C(N)=O)CC2)c1,-8%,i,-1%,2%,/,
CNc1nc(N)c([N+](=O)[O-])c(N2CCCCCC2)n1,-5%,0.8%,-4%,-19%,2%,
CC(C)CCNS(=O)(=O)c1cc2c3c(c1)CCN3C(=O)CC2,1%,1.5%,-3%,-4%,0%,
CN(C)S(=O)(=O)c1cccc(-c2cn3cccnc3n2)c1,-7%,1.9%,-7%,-4%,8%,
O=C(CNC(=O)c1cccnc1)N/N=C/c1cc(Br)c(O)c(Br)c1,8%,0.6%,-8%,1%,0%,
CCNS(=O)(=O)c1ccc(CCC(=O)Nc2ccccc2)cc1,-16%,1.6%,-8%,8%,11%,
Cc1nc(SCC(=O)NC2CCCCC2C)nc(C)c1C (stereo not drawn),-8%,i,-16%,6%,/,
COc1ccc(N=Cc2c(O)n(-c3ccc(OC)cc3)c(=O)c3ccccc23)cc1,3%,?,6%,-5%,-2%,
Cc1cc(C)n2nc(C(=O)N3CCCC(N4CCN(c5ccccc5C)CC4)C3)cc2n1 (stereo not drawn),/,6.8%,-6%,/,/,
CN(CC(=O)Nc1ccccc1Br)C(=O)c1cccnc1Nc1cccc(C(F)(F)F)c1,32µM*,5.0%,-2%,8%,-13%,
COCCCN1Cc2ccccc2C1=N,-2%,i,0%,-4%,7%,
CCOC(=O)N1CCN(S(=O)(=O)c2ccc(C)c(C)c2C)CC1,-2%,0.6%,-2%,9%,0%,
COc1cccc(Nc2nc(-c3cccc(N4C(=O)c5ccccc5C4=O)c3)cs2)c1,38%,7.6%,3%,41%,-8%,
CCOC(=O)C1CCCN(C(=O)c2cccc(NC(=O)C(CC)CC)c2)C1 (stereo not drawn),0%,i,-4%,-2%,-1%,
CCN(C(C)=O)c1ccc(Oc2nc(OC)cc(OC)n2)cc1,-5%,0.7%,-8%,-5%,-4%,inhibitors of VEEV 10K pilot screen=0.4
CCC1(C)Cc2nc3[nH]c(=S)n(-c4ccccc4C)c(=O)c3cc2CO1 (stereo not drawn),-1%,0.5%,-4%,19%,2%,
C=CCSc1nc2c(c(=O)[nH]c(=O)n2C)n1C/C=C(/C)Cl,0%,5.9%,-2%,2%,-5%,
O=C(CCC(=O)OCc1ccc([N+](=O)[O-])cc1)Nc1ccccc1Cl,-12%,i,-14%,-24%,-6%,
CCN(CC)C(=O)C12CC3CC(CC(Cl)(C3)C1)C2,-4%,0.8%,-3%,7%,-2%,
CC(C)NC(=O)COc1cccc2ccccc12,5%,0.8%,3%,5%,0%,
O=C(/C=C/c1cccc(F)c1)NCCCn1ccnc1,-2%,0.1%,2%,-8%,0%,
O=C1NC(c2cccc(Br)c2)=N/C1=C\c1ccco1,8%,0.8%,11%,25%,-5%,
Clc1ccc(N2CCN(c3ccnc(Cl)n3)CC2)cc1,-9%,7.3%,7%,/,0%,
O=C(Nc1ccccc1)N1CCC2(CC1)OCCO2,10%,0.6%,0%,-12%,-5%,
CN(C)c1cc(N/N=C/c2ccccc2C(F)(F)F)nc(N(C)C)n1,7%,1.4%,-4%,32%,10%,
O=C(Nc1ccc(Cl)c(Cl)c1)c1ccc(Cl)c(Cl)c1,2%,0.7%,-22%,0%,-6%,
CCOc1ccc(S(=O)(=O)NC2CCCCC2C)cc1 (stereo not drawn),-1%,5.0%,-3%,-5%,-5%,
